Screening results from PubChem BioAssay.
Pol eta inh: qHTS for Inhibitors of Polymerase Eta. DNA polymerase eta (Homo sapiens), Q9Y253. recombinant Pol eta, fluorescent DNA replication assay. Potency, µM (titrated, usually from 114 µM), for inactives: at the highest dose activity change, negative = inhibition, usual class: inhibitors. 390,000 compounds, 1.2% hits; note: potency is the fitted concentration of half-maximal effect; % is set by controls: 0 for no effect and ±100 for the full control effect
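Fluorescent replication assay: 50 nM final substrate added after a 15 min room-temperature compound preincubation with 10 nM enzyme. Signal taken at 0 min and again at 10 min.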
POLK inh: qHTS for Inhibitors of Polymerase Kappa | DNA polymerase kappa (Homo sapiens), Q9UBT6 | purified Pol kappa, fluorescent DNA synthesis assay, 10 min | Potency, µM (top dose mostly 107 µM), without a hit: at the highest dose activity, negative = inhibition, actives largely listed as inhibitors | 400,000 compounds, 0.53% hits | AID 588579, 2011; note: potency is the fitted concentration of half-maximal effect; % is set by controls: 0 for no effect and ±100 for the full control effect
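Kinetic fluorescence screen: compound preincubated 15 min RT with 10 nM enzyme; 50 nM substrate (final) initiates; reads at 0/10 min.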
Apoferritin bind: qHTS Assay for Identification of Novel General Anesthetics. AID 485281, 2010. 350,000 compounds, 0.074% hits. apoferritin/1-aminoanthracene competitive binding, fluorescence. Potency, µM (top dose mostly 77.5 µM), without a hit: top-dose activity change, negative = displacement, usual class: inhibitors; note: potency is the fitted concentration of half-maximal effect; % is set by controls: 0 for no effect and ±100 for the full control effect; nearly all actives have a fitted effect of over 20% in size
Target sequence (P02791 2-175 limits assumed): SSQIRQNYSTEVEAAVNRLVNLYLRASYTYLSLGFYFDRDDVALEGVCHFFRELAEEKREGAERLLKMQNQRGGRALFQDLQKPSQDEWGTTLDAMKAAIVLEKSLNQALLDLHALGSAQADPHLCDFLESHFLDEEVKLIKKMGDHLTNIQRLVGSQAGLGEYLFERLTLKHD
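Read-out: endpoint 1-AMA fluorescence, excitation 380 nm and emission 535 nm, after compounds sit 10 min at room temperature with 10 uM horse-spleen apoferritin in 50% saturated 1-AMA/PBS. Values come from four-parameter Hill fits.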
LDHA block: qHTS assay for inhibitors of human lactate dehydrogenase; activity change, % (values are at about 110 or 230 µM); 480,000 compounds, 0.15% hits; L-lactate dehydrogenase A chain (Homo sapiens), P00338; AID 1347041, 2019; purified LDHA, NADH/diaphorase-resazurin fluorescence; stronger effect = lower value; in the data active = activity change below about -30%; inconclusive = mostly about -25% to -30%;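 note: plate controls were DMSO wells for no effect and wells without enzyme for full effect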
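LDH5 2 nM; NADH 0.06 mM, pyruvate 0.2 mM; 200 mM Tris pH 7.4, EDTA, Tween-20; 5 min RT. Detection: diaphorase 0.133 mg/mL + resazurin 37 µM, fluorescence ex540/em590 at 0 and 20 min; normalized to enzyme-free and DMSO wells.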
ERG Ets-DNA blk: qHTS for Small Molecule Inhibitors of the ERG Ets/DNA interaction; Transcriptional regulator ERG (Homo sapiens), P11308; Potency, µM (highest dose often 76.9 µM), for inactives: at the highest dose FP activity, negative = inhibition, hits mostly inhibitors; fluorescence polarization, His-ERG Ets domain / labelled DNA; AID 624246, 2012; 370,000 compounds, 0.028% hits; active = well fitted inhibition curve with a large enough effect in the polarisation, with a control signal flat; inconclusive = small, poorly fitted or top-dose-only effect, or effect the other way, or a change in a side signal; inactive = no such curve, though single readings can be large or run the other way; the % refers to the polarisation;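 note: polarization taken with two DNA probes labelled with fluorescein and Texas red; potency is the fitted concentration of half-maximal effect; % of control where 0% means no effect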
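His-tagged ERG Ets domain (1 uM in the protein solution; 300mM KCl, 50mM Tris-HCl, 1mM EDTA, 1mM DTT, pH 7.5) received compound, then a probe mix of 5 nM fluorescein-DNA and 100nM Texas-615-DNA. Fluorescence polarization was read for both dyes.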
RGS4 inh: Inhibitors of Regulator of G Protein Signaling (RGS) 4: qHTS | Regulator of G-protein signaling 4 (Homo sapiens), P49798 | Transcreener GDP fluorescence polarization, RGS4-accelerated GTP hydrolysis | Potency, µM (series often up to 114 µM), inactives show top-dose activity change, negative = inhibition, actives largely listed as inhibitors | 390,000 compounds, 0.039% hits | AID 504845, 2011; note: potency is the fitted concentration of half-maximal effect; % is set by controls: 0 for no effect and ±100 for the full control effect; nearly all actives have a fitted effect of over 75% in size; some results filed as inactive show a strong effect at the top dose
Target sequence (P49798 whole entry, looked up): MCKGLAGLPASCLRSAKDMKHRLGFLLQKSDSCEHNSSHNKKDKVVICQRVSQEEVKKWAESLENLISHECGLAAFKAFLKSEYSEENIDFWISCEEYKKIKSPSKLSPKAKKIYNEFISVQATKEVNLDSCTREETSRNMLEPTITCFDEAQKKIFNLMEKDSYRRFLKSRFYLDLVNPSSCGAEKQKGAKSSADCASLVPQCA
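MLSMR compounds (23 nl, pin-transferred) preincubated 10 min at room temperature with a 500nM (2x) first reagent, then RGS4 at 900nM (2x) plus Transcreener GDP mix added; fluorescence polarization (620/688 nm) read before and after 90 min at 30 °C.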
Pol beta inh: qHTS Assay for Inhibitors of DNA Polymerase Beta. Pol beta primer extension/strand displacement, fluorescence kinetic. Potency, µM (top dose mostly 114 µM), inactives show top-dose activity change, negative = inhibition, usual class: inhibitors. 340,000 compounds, 1.3% hits. AID 485314, 2010; note: potency is the fitted concentration of half-maximal effect; % is set by controls: 0 for no effect and ±100 for the full control effect
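Curves were derived by four-parameter Hill fits of normalized qHTS data. The kinetic fluorescent primer-extension read was taken at 0 and 10 min after 50 nM substrate, following a 15 min room-temperature preincubation of 10 nM enzyme with compounds.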
ALOX12 inh: Primary qHTS assay for inhibitors of human arachidonate 12S-lipoxygenase (ALOX12): Round 2 | Polyunsaturated fatty acid lipoxygenase ALOX12 (Homo sapiens), P18054 | purified 12hLO, xylenol orange hydroperoxide absorbance | Potency, µM (series often up to 108 µM), inactives show top-dose activity change, negative = inhibition, actives largely listed as inhibitors | 580,000 compounds, 1.1% hits; note: potency is the fitted concentration of half-maximal effect; % is set by controls: 0 for no effect and ±100 for the full control effect
Target sequence (P18054 whole entry, looked up): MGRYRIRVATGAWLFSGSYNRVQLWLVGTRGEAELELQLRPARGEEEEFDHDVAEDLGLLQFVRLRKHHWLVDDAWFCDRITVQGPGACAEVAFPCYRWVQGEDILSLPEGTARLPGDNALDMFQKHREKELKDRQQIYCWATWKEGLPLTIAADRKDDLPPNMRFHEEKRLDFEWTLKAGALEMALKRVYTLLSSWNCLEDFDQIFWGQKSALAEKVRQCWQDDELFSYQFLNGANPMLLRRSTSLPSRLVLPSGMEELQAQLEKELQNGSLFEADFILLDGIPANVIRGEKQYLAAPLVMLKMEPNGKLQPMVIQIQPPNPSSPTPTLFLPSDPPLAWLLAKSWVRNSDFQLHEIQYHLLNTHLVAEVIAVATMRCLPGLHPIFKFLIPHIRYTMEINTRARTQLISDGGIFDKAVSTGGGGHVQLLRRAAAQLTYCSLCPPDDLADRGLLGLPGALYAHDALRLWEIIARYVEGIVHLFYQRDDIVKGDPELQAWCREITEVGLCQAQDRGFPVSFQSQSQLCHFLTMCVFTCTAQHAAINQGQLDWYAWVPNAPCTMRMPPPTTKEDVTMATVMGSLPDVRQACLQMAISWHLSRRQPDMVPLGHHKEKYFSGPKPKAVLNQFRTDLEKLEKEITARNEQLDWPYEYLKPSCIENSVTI
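Hydroperoxide product was detected by ferrous iron/xylenol orange as the 573 to 405 nm absorbance ratio. Arachidonic acid at 40 uM (final) was turned over for 30 min at room temperature by 150 nM human 12hLO, pH 7.0 Hepes buffer, after 15 min compound preincubation.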
APE1 inh: qHTS Assay for Inhibitors of the Human Apurinic/apyrimidinic Endonuclease 1 (APE1) | DNA repair nuclease/redox regulator APEX1 (Homo sapiens), P27695 | recombinant APE1, TAMRA/BHQ-2 abasic DNA cleavage fluorescence | Potency, µM (doses to about 65.8 µM), for the others: at the top dose activity change, negative = inhibition, most hits filed as inhibitors | 350,000 compounds, 0.35% hits;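 note: potency is the fitted concentration of half-maximal effect; plate controls were vehicle for no effect and reference inhibitor for full effect; nearly all actives have a fitted effect of over 55% in size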
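Compound pre-exposure to 0.75 nM APE1, 15 min at ambient temperature. Reaction initiated with 50 nM TAMRA/BHQ-2 THF substrate, read immediately in kinetic mode, 525 nm excitation, 598 nm emission.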
An asterisk follows results filed as active; ? = inconclusive; / = no result given; & = joins results of further samples; [ ] = remark or other dose. Unless noted, calls come from the whole dose curve; as a rule, active = well fitted curve in the direction sought with a large enough effect; inconclusive = small, poorly fitted or top-dose-only effect, or another doubt; inactive = no such curve, though single readings can be large; an effect the other way counts as inactive or inconclusive. A portion of the library; rates above refer to the full screens.

no. | Molecule | LDHA block | Pol eta inh | POLK inh | Pol beta inh | ERG Ets-DNA blk | APE1 inh | ALOX12 inh | RGS4 inh | Apoferritin bind
1 | Cc1nc(-c2ccc(C(=O)N3CCOCC3)cc2)cs1 | -10.4 | -17.8% | -6.2% | -2.2% | 9.0% | 0.5% | 0.0% | 4.9% | -3.1%
2 | COc1ccc(C(=O)Nc2nnc(C3=COCCO3)o2)cc1 | 2.4 | -12.9% | 7.2% | -0.9% | -0.1% | 46.5%[activator] | 0.0% | 1.4% | -9.2%
3 | Cc1nnc(SC(C)C(=O)Nc2ccc(S(=O)(=O)NC3CCCCC3)cc2)s1 (centres undefined) | -5.9 | -4.7% | -10.1% | -24.8% | / | 8.3% | -21.3% | 8.5% | -2.9%
4 | O=C(CSCc1c[nH]c(=O)[nH]c1=O)OCC(=O)c1ccc(Br)cc1 | -12.9 | -8.7% | -9.9% | -1.2% | 8.5% | -10.4% | ? | 1.6% | -16.0%
5 | O=C(NC12CC3CC(CC(C3)C1)C2)c1ccc(-c2ccccc2Cl)o1 | 0.7 | -2.3% | -1.3% | 10.1% | -6.0% | 1.0% | 0.0% | -1.6% | -15.0%
6 | Cc1onc(-c2ccccc2)c1CNC(=O)Nc1ccc(F)cc1F | -0.4 | -2.5% | -7.7% | -11.4% | 4.6% | -0.6% | 11.0% | ? | -1.2%
7 | CCOC(=O)c1ccc2nc(NC(=O)c3ccco3)sc2c1 | -0.7 | -4.7% | -5.0% | 19.9% | 16.7% | -9.8% | 34.1%[activator] | -2.1%[11.4 µM] | 6.9%
8 | C=CCn1c(=O)c(C(=O)Nc2ncccc2O)c(O)c2ccccc21 | 8.0 | -20.9% | -5.6% | 21.5% | -2.8% | -9.9% | 92.5%[activator] | -0.2%[56.9 µM] | -11.0%
9 | COc1cccc(CC(=O)NC2CCSc3ccccc32)c1 (centres undefined) | 0.4 | 7.9% | -11.3% | 1.8% | -9.2% | 11.0% | 0.8% | -6.1% | -10.4%
10 | Cc1nn(C)c(Oc2cccc(Cl)c2)c1C(=O)Nc1ccc(F)cc1F | -3.3 | -17.0% | -2.6% | 1.7% | 2.0% | 1.0% | 6.6% | -4.3% | -8.7%
11 | COc1ccccc1-n1c(=O)c2c3c(sc2n(C)c1=O)CN(C(C)=O)CC3 | -4.2 | -9.6% | 1.8%[60.1 µM] | 0.9% | -5.4% | / | -2.4% | -22.4% | -23.9%
12 | CCOc1ccc(CCNC(=O)c2cc3sccc3n2CC)cc1OCC | 4.1&10.9 | -20.7%&-25.5% | -12.1%&-10.3% | -23.7%&2.9% | 2.2%&8.6% | -0.6% | ? | -10.4%&-20.4% | 240.1%&-1.2%[activator]
13 | N#Cc1c(-c2ccc(F)cc2)c(-c2ccc(F)cc2)nn(CCO)c1=O | 5.1 | -4.5% | 0.1% | / | -1.2% | / | 12.1% | 47.3% | /
14 | CCCS(=O)(=O)NCCc1cc2ccc(C)cc2[nH]c1=O | -0.1 | -0.9% | -24.5% | 0.5% | / | 1.5% | 13.9% | 10.6% | 2.4%
15 | O=C(CSc1nc2c([nH]c3ccccc32)c(=O)n1-c1ccc(Cl)cc1)N1CCCC1 | -4.7 | -6.6% | -3.6%[60.1 µM] | 92.4%[activator] | -11.4% | / | 0.0% | 2.1% | -9.2%
16 | O=C(/C=C/c1ccc(O)cc1)c1ccc(NC2=C(N3CCCCC3)C(=O)c3ccccc3C2=O)cc1 | 29.4 | ? | -11.3% | ? | / | -7.4% | -26.0% | ? | -20.9%
17 | CCN(c1cccc(C)c1)S(=O)(=O)c1ccc(-c2ccc(=O)[nH]n2)o1 | -2.4 | 6.2% | -10.3% | 6.8% | -3.7% | -6.0% | -0.9% | 2.3% | -0.3%
18 | Cc1ccc(C)c(NS(=O)(=O)c2c(C)nc3sccn3c2=O)c1 | -5.3 | -17.8% | -8.6% | 26.4% | 5.4% | 6.1% | 0.6%[57.4 µM] | 15.1% | -14.0%
19 | CC(/C=C/C=C/c1ccccc1)=N/NC(=O)CNc1ccc(C)cc1 | 4.0 | -8.8% | -42.2% | ? | 2.3% | 18.2% | -10.2%[57.4 µM] | -14.7% | -19.7%
20 | CSCC[C@H](NC(=O)C1CCN(S(=O)(=O)c2ccc(C)cc2)CC1)C(=O)NCc1ccco1 | 2.4 | ? | -19.1% | ? | -0.6% | -5.9% | -6.3% | -31.3%[56.9 µM] | -8.5%
21 | CC(/C=N\NC(=O)c1cccnc1)c1ccccc1 (centres undefined) | 1.1 | 10.1% | -0.8%[60.1 µM] | / | / | / | 23.2% | 8.2% | /
22 | O=C(NC1CCCC1)c1ccc2c(=O)n(Cc3ccccc3)c(SCc3cccc([N+](=O)[O-])c3)nc2c1 | 2.1 | -27.3% | -1.1%[60.1 µM] | 0.7% | 3.2% | / | -10.8% | -19.9% | -2.9%
23 | Cc1n[nH]c(C)c1CCOc1ccc(C(C)C)cc1 | -2.5 | -12.6% | -19.6% | -0.6% | -0.1% | 4.0% | ? | 11.6% | ?
24 | CCCCSc1nsc(NC(C)=O)n1 | 0.0 | -8.9% | -4.2% | 40.9%[activator] | -1.1% | -3.7% | -5.0% | 13.3% | ?
25 | COc1cc(OC)cc(C(=O)NNC(=O)CCCOc2ccccc2)c1 | -0.2 | -19.4% | -8.3% | / | 4.6% | -3.4% | 3.4% | -14.7% | /
26 | CC1CN(C(=O)c2ccccc2Oc2ccccc2)CC(C)O1 (centres undefined) | -4.7 | -11.8% | -5.8% | -14.1% | 2.5% | 10.5% | 0.1% | 31.2% | -8.9%
27 | S=C(Nc1ccc2c(c1)OCO2)NC1CCN(Cc2ccccc2)CC1 | -3.2 | -18.5% | -3.0% | 9.6% | -8.3% | 2.1% | 0.0% | 12.6% | -10.0%
28 | CCOC(=O)CCCn1c(C)nc(=O)c(-c2ccccc2)c1C | -1.0 | -5.3% | -6.2% | 21.3% | -2.4% | 1.1% | 12.8% | -22.3% | -8.2%
29 | CC(=O)c1c(C(C)=O)c(C)n(NC(=O)c2ccc(Cl)cc2)c1C | -3.6 | 1.0% | 2.7% | 6.0% | -9.7% | -2.5% | -15.7% | 9.4% | -1.6%
30 | CC1CCCC(=C\c2ccccc2)/C1=N/O (centres undefined) | -5.5 | -5.0% | -4.3% | -11.7% | 3.9% | -4.7% | -26.6% | ? | ?
31 | Nc1ccc2ccccc2c1C(=O)c1ccccc1 | -1.4 | -13.5% | -21.2% | / | 7.6% | / | -2.6% | 7.3% | /
32 | CCC(C)c1ccccc1NC(=O)COC(=O)c1ccc2[nH]c3c(c2c1)CCCC3 (centres undefined) | -4.1 | -19.8% | -12.8% | 10.2% | -0.6% | -4.7% | -24.6% | -14.4% | -12.6%
33 | CC(=O)NS(=O)(=O)c1ccc(N=NN2CCOCC2)cc1 | -2.5 | -17.2% | 0.5% | 25.6% | 6.3% | -0.6% | -21.6% | -11.3% | -1.5%
34 | COc1ccc2ccccc2c1/C=N/NC(=O)c1nnn(-c2nonc2N)c1C(C)C | 1.2 | -19.3% | 7.7% | 24.6% | 10.0% | 62.0%[activator] | 10.7% | 2.1% | -9.2%
35 | c1cc2c3c(cccc3c1)NC1(CCC3(CC1)Nc1cccc4cccc(c14)N3)N2 | 5.9 | -7.4% | -23.8% | 3.4% | -21.9% | 1.2% | ? | -45.7% | 0.6%
36 | O=C1c2ccccc2C(=O)C12OC2c1cccc2ccccc12 (centres undefined) | 5.7 | 20µM* | -2.1% | 10.1% | -4.8% | -8.1% | ? | -43.2% | -13.6%
37 | Cc1ccc(C(=O)Nc2ccc(F)cc2)cc1S(=O)(=O)N1CCCCCC1 | -7.2 | -20.5% | -19.9% | -21.4% | 0.8% | / | -14.1% | -16.8% | -1.8%
38 | COc1cc(-c2cn[nH]c2N)cc(OC)c1OC | -3.1 | -10.4% | -0.5% | 3.7% | 7.1% | -2.1% | 2.4% | 3.4% | -9.9%
39 | O=C(OCc1cc(=O)n2ccsc2n1)c1ccccc1NCCO | -0.9 | 22.4µM* | ? | / | 8.9% | -13.4% | -26.6% | -1.2% | /
40 | Cc1ccccc1NC(=O)CSc1[nH]c(=O)cc(C)c1C#N | 7.9 | 20µM* | ? | 3.1% | -8.7% | -4.4% | ? | -35.0% | -9.9%
41 | C=CCn1c(SCC(=O)NC2(C#N)CCCCC2)nnc1-c1ccncc1 | -2.0 | -20.2% | -3.8% | / | 0.9% | 44.1% | -6.0% | -32.5% | /
